STK33 inh: inhibitors of human STK33 kinase | inhibition, % at 10 µM | 320,000 tested, 0.073% active | purified STK33, MBP phosphorylation, ADP-Glo luminescence;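 active = inhibition at or above 25%, using the most active replicate where run in duplicate; inactive = inhibition below 25%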
Target sequence (Q9BYT3 whole entry, looked up): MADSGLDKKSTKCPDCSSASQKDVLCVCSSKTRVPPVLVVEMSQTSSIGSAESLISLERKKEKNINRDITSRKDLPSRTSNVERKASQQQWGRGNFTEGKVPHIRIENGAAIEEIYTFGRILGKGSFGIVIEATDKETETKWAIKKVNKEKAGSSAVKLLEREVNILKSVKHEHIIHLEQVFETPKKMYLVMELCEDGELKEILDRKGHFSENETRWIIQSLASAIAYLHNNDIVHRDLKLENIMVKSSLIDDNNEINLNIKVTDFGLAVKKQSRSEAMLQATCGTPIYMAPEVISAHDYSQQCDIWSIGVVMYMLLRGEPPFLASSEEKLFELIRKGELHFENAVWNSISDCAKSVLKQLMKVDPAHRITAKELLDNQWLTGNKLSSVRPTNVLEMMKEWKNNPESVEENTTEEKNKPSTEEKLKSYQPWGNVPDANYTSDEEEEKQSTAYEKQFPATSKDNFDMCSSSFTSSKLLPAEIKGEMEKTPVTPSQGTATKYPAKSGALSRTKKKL
Kir21 inh: blocks the mouse Kir2.1 inward-rectifier potassium channel | P35561 | HEK293-Kir2.1, FluxOR thallium flux fluorescence; hits give low values | B-score at 10 µM | 310,000 tested, 0.85% active;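 active = fluorescence ratio B-score at or below minus 3 SD of library scores, with starting-brightness B-score within 2 SD, cut at about -4.2 in these data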;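 also: channel flux triggered by added potassium and thallium sulfate stimulus; B-score of peak minus minimum fluorescence over baseline after thallium stimulus; more negative B-score means stronger Kir2.1 block with less thallium influx; some compounds called inactive have numbers as strong as hits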
Target sequence (P35561 whole entry, looked up): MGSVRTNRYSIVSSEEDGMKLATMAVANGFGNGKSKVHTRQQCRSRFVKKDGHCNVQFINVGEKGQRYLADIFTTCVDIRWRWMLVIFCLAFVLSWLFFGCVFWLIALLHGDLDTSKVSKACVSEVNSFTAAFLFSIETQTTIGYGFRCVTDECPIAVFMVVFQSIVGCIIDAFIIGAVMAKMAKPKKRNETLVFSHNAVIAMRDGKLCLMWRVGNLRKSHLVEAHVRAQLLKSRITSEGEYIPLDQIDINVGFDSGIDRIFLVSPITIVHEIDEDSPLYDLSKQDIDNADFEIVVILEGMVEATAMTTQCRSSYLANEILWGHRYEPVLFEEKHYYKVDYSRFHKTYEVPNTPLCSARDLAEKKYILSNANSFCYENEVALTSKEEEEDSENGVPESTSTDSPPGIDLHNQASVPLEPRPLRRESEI
Starred values were filed as active, the others as inactive; x = no result given.

1	O=C(NN=Cc1ccccc1C(=O)O)c1cccc(S(=O)(=O)Nc2cccc(C(F)(F)F)c2)c1
2	O=C(NCc1ccccc1)C1CCC(CNS(=O)(=O)c2cccs2)CC1 (stereo not given)
3	CC(=O)Nc1ccc(NC(=O)C(C)OC(=O)c2oc3ccccc3c2C)cc1 (stereo not given)
4	COc1cc([C@@H]2CC=C(C(=O)O)[C@H](c3ccc(Cl)cc3)N2S(=O)(=O)c2ccc(C)cc2)cc(OC)c1OC
5	COc1cc2cc[n+](Cc3ccc([N+](=O)[O-])cc3)cc2cc1OC
6	O=C(NCc1ccco1)c1ccccc1-c1nc(-c2ccc(F)cc2)no1

| Screen / compound no. | 1 | 2 | 3 | 4 | 5 | 6 |
| --- | --- | --- | --- | --- | --- | --- |
| STK33 inh | 3.2 | -0.5 | -1.1 | -0.4 | 0.3 | 0.3 |
| Kir21 inh | x | -0.18 | -0.19 | x | -0.05 | 1.41 |

7	O=C(NC1CCS(=O)(=O)C1)/C(=C\c1ccccc1)NC(=O)c1ccccc1 (stereo not given)
8	O=C(CSc1ccc2c(c1)OCCO2)Nc1ccc(N2CCOCC2)cc1
9	O=C(Nc1cccnc1)c1ccc([N+](=O)[O-])o1
10	O=C(NCc1ccc(Cl)cc1)C(=O)NCC1OCCN1S(=O)(=O)c1cccs1 (stereo not given)
11	Cc1cc(C)cc(OCC(=O)Nc2ccccc2N2CCCCC2)c1
12	COc1cccc(C(=O)Nc2cnn(C(C)C)c2)c1

| Screen / compound no. | 7 | 8 | 9 | 10 | 11 | 12 |
| --- | --- | --- | --- | --- | --- | --- |
| STK33 inh | 0.8 | -4.5 | 3.9 | -1.1 | -1.7 | 1.3 |
| Kir21 inh | 1.34 | -1.31 | -0.02 | 0.59 | -1.92 | 0.62 |

13	CCOC(=O)C1=NN(c2ccccc2)C2(S1)SC(C(C)=O)=C(C)N2c1ccccc1 (stereo not given)
14	COc1ccc(/C=N/Nc2nonc2N)cc1
15	COc1cc(C(=O)Nc2c(C(=O)N3CCOCC3)oc3ccccc23)cc(OC)c1OC
16	O=C(O)CC(NC(=O)C12CC3CC(CC(C3)C1)C2)c1ccc(Cl)cc1 (stereo not given)
17	Cc1cc(-c2nnc3n2CCCCC3)c(C)n1-c1ccccc1
18	CCOC(=O)N/N=C(/C)c1ccc(N2C(=O)C3CCCCC3C2=O)cc1 (stereo not given)

| Screen / compound no. | 13 | 14 | 15 | 16 | 17 | 18 |
| --- | --- | --- | --- | --- | --- | --- |
| STK33 inh | 0.4 | 0.5 | 0.3 | -0.3 | -1.8 | 0.3 |
| Kir21 inh | -1.22 | -0.2 | -0.13 | -0.06 | -1.38 | -0.48 |

Full records, looked up by structure. Order of values: STK33 inh	Kir21 inh
CCOC(=O)C1=NN(c2ccccc2)C2(S1)SC(C(C)=O)=C(C)N2c1ccccc1 (stereo not given) is listed as 0.4	-1.22
COc1ccc(/C=N/Nc2nonc2N)cc1 is listed as 0.5	-0.2
O=C(O)CC(NC(=O)C12CC3CC(CC(C3)C1)C2)c1ccc(Cl)cc1 (stereo not given) is listed as -0.3	-0.06
CCOC(=O)N/N=C(/C)c1ccc(N2C(=O)C3CCCCC3C2=O)cc1 (stereo not given) is listed as 0.3	-0.48
Cc1cc(-c2nnc3n2CCCCC3)c(C)n1-c1ccccc1 is listed as -1.8	-1.38

Next results follow.
19	COc1ccc2c(c1)CCC(C)N2C(=O)C(=O)c1c[nH]c2ccccc12 (stereo not given)
20	CCn1nc(NC(=O)c2cccs2)c2cc3ccccc3nc21
21	Cc1ccc(C(=O)N2CCCC2)cc1S(=O)(=O)N1CCCCC1
22	O=C(CSc1nc2ccccc2s1)NC1CCCC1
23	Cc1ccc2c(O)c(C)c(=O)[nH]c2n1
24	CC(=O)Nc1ccc(S(=O)(=O)NNC(=O)c2cccc3ccccc23)cc1

| Screen / compound no. | 19 | 20 | 21 | 22 | 23 | 24 |
| --- | --- | --- | --- | --- | --- | --- |
| STK33 inh | -0.9 | 1.5 | -1.0 | 0.2 | 3.0 | 6.0 |
| Kir21 inh | -1.14 | 0.06 | 0.54 | -1.46 | -1.27 | -1.01 |

25	CN1CCN(C2CC(=O)N(CCc3ccccc3)C2=O)CC1 (stereo not given)
26	O=C(O[C@@H]1Cc2c(O)cc(O)cc2O[C@@H]1c1cc(O)c(O)c(O)c1)c1cc(O)c(O)c(O)c1
27	COc1ccc(C(=O)O/N=C(\N)c2ccccn2)cc1
28	CC1=C(C(=O)Nc2ccccc2)C(c2ccco2)C(C#N)=C(SCc2ccccc2)N1 (stereo not given)
29	Cc1cc(C(=O)N2CCCC(N3CCN(c4cccc(C(F)(F)F)c4)CC3)C2)n[nH]1 (stereo not given)
30	CS(=O)(=O)N1CCC(C(=O)N2CCN(c3cccc(Cl)c3)CC2)CC1

| Screen / compound no. | 25 | 26 | 27 | 28 | 29 | 30 |
| --- | --- | --- | --- | --- | --- | --- |
| STK33 inh | 0.6 | x | 36.7* | 0.9 | 0.4 | -0.2 |
| Kir21 inh | 0.1 | -0.14 | 1.63 | 1.34 | 0.7 | -0.8 |

Pulled one by one from the entries so far:
30	CS(=O)(=O)N1CCC(C(=O)N2CCN(c3cccc(Cl)c3)CC2)CC1
25	CN1CCN(C2CC(=O)N(CCc3ccccc3)C2=O)CC1 (stereo not given)

| Screen / compound no. | 30 | 25 |
| --- | --- | --- |
| STK33 inh | -0.2 | 0.6 |
| Kir21 inh | -0.8 | 0.1 |

Additional entries
31	C/C=C/c1ccc(OCC(O)CNCCc2ccc(OC)cc2)c(OC)c1 (stereo not given)
32	O=C(Oc1ccccc1Cl)C1CCN(C(=O)c2ccc(F)cc2)CC1
33	N#CC1=C(N)NC(SCc2ccc(Br)cc2)=C(C#N)C12CCCCC2
34	O=C(OCC(=O)N1CCCC1)c1ccccc1C(=O)c1ccccc1
35	C=CCn1c(COc2ccc(Cl)cc2)nnc1SCC(=O)N/N=C/c1ccccc1
36	CNC(=S)Nc1cccc(C(=O)O)c1

| Screen / compound no. | 31 | 32 | 33 | 34 | 35 | 36 |
| --- | --- | --- | --- | --- | --- | --- |
| STK33 inh | 1.0 | -0.7 | 0.5 | 0.7 | 0.2 | 0.9 |
| Kir21 inh | -5.95* | -0.3 | 0.02 | x | -0.89 | 1.83 |

37	C[C@H](NC(=O)OC(C)(C)C)c1nnc(SCC(=O)Nc2ccc(Br)cc2)o1
38	Cc1c(-c2ccccc2)nc2ccccc2c1C(=O)Oc1ccc([N+](=O)[O-])cc1
39	O=C(CCC(=O)c1ccc(F)cc1)Nc1cccc(C(F)(F)F)c1
40	CC1(C)Oc2ccc3ccc(=O)oc3c2/C(=C/NC2CCCCC2)C1=O
41	Cc1cc2cc(CNC(=O)c3ccc4c(c3)OCO4)ccc2n1C
42	COc1ccc(CNC(=O)C2CCC(=O)N(CC3CCCCC3)C2)cc1 (stereo not given)

| Screen / compound no. | 37 | 38 | 39 | 40 | 41 | 42 |
| --- | --- | --- | --- | --- | --- | --- |
| STK33 inh | -0.1 | -0.5 | -1.2 | 0.4 | -0.8 | -2.0 |
| Kir21 inh | -0.07 | -0.05 | 2.44 | 0.63 | 0.83 | 0.01 |

Three compounds already listed, arranged by the number in STK33 inh, ascending.
25	CN1CCN(C2CC(=O)N(CCc3ccccc3)C2=O)CC1 (stereo not given)
36	CNC(=S)Nc1cccc(C(=O)O)c1
27	COc1ccc(C(=O)O/N=C(\N)c2ccccn2)cc1

| Screen / compound no. | 25 | 36 | 27 |
| --- | --- | --- | --- |
| STK33 inh | 0.6 | 0.9 | 36.7* |
| Kir21 inh | 0.1 | 1.83 | 1.63 |

Additional results
43	Cc1ccc(-c2nnc(SCc3nc(N)nc(Nc4ccccc4C)n3)n2N)cc1
44	COc1ccccc1OCC(=O)Nc1cccc(-c2nc3ccccc3o2)c1
45	O=C(NC1CCCCCCC1)c1cc([N+](=O)[O-])ccc1Cl
46	CC1Cc2ccccc2N1C(=O)CCNS(=O)(=O)c1ccc2c(c1)CCC(=O)N2 (stereo not given)
47	CC(=O)NCCNC(=O)CNC(=O)c1ccc(Cl)cc1
48	Nn1c(SCc2nc3ccccn3c2Br)nnc1-c1cccnc1

| Screen / compound no. | 43 | 44 | 45 | 46 | 47 | 48 |
| --- | --- | --- | --- | --- | --- | --- |
| STK33 inh | -1.8 | 0.2 | 0.6 | -1.3 | -0.2 | 1.0 |
| Kir21 inh | -1.08 | -0.9 | -1.19 | -2.01 | -0.01 | -0.01 |

Given as tab-separated lines: part of the list above.
#	SMILES	STK33 inh	Kir21 inh
43	Cc1ccc(-c2nnc(SCc3nc(N)nc(Nc4ccccc4C)n3)n2N)cc1	-1.8	-1.08
44	COc1ccccc1OCC(=O)Nc1cccc(-c2nc3ccccc3o2)c1	0.2	-0.9
45	O=C(NC1CCCCCCC1)c1cc([N+](=O)[O-])ccc1Cl	0.6	-1.19
46	CC1Cc2ccccc2N1C(=O)CCNS(=O)(=O)c1ccc2c(c1)CCC(=O)N2 (stereo not given)	-1.3	-2.01

Continuation.
49	Cc1cc(C)c(NC(=O)CN2CCN(c3ccccn3)CC2)c(C)c1
50	O=C1Nc2ccccc2/C1=N/N=C/c1cccc(O)c1
51	CC(=O)Nc1ccc(C(=O)OCc2ccccc2Br)cc1
52	N=C1C(c2nc3ccccc3s2)=C(O)CN1NC(=O)c1c[nH]c2ccccc12
53	COc1ccc(O)c(/C=N/n2c(-c3ccco3)csc2=Nc2cccnc2)c1
54	CSc1nsc(SCC(=O)Nc2nc3ccccc3s2)n1

| Screen / compound no. | 49 | 50 | 51 | 52 | 53 | 54 |
| --- | --- | --- | --- | --- | --- | --- |
| STK33 inh | 0.1 | 9.8 | -1.2 | -0.7 | 8.1 | -1.1 |
| Kir21 inh | -0.67 | -2.88 | -0.1 | 0.13 | 0.68 | -0.64 |

55	c1ccc(-c2cn3c(n2)CCc2ccc4cccnc4c2-3)cc1
56	O=c1oc2cc(Oc3c([N+](=O)[O-])cc(C(F)(F)F)cc3[N+](=O)[O-])ccc2c2c1CCCC2
57	COc1cc(/C=N/NC(=O)c2cc3ccccc3cc2O)ccc1OCCN1CCCCC1
58	CCn1c(C)nc2cc(C(=O)NNC(=S)Nc3ccc(OC)cc3)ccc21
59	CCOc1ccc(NC(=O)N(C2CCCCC2)C(C)c2cccnc2)cc1 (stereo not given)
60	CSc1ccc(-c2sc(Nc3ccccc3)n[n+]2-c2ccc(F)cc2)cc1

| Screen / compound no. | 55 | 56 | 57 | 58 | 59 | 60 |
| --- | --- | --- | --- | --- | --- | --- |
| STK33 inh | -1.3 | 0.3 | 1.5 | 0.1 | 0.0 | -1.0 |
| Kir21 inh | -0.42 | -3.51 | -1.82 | -0.9 | 0.64 | -0.92 |

61	CC(OC(=O)C1=COCCO1)C(=O)Nc1cccc(S(=O)(=O)N2CCOCC2)c1 (stereo not given)
62	CSCCC(NC(=O)c1ccccc1Br)C(=O)N1CCCC(C(F)(F)F)C1 (stereo not given)
63	CCOc1cccc(NC(=O)CC#N)c1
64	O=C(Nc1ccc2ccccc2c1)c1cccnc1
65	O=C(CSc1cccc[n+]1[O-])Nc1ccc(Cl)cc1F
66	Cc1nc(-c2cc(C#N)c(Sc3cccc(C(F)(F)F)c3)nc2C)cs1
67	COc1ccc(NC(=S)NCCC2=CCCCC2)cc1OC
68	COc1ccc(-c2cc(C(=O)N3CCN(c4ccc(F)cc4)CC3)no2)cc1

| Screen / compound no. | 61 | 62 | 63 | 64 | 65 | 66 | 67 | 68 |
| --- | --- | --- | --- | --- | --- | --- | --- | --- |
| STK33 inh | -0.8 | -1.6 | 0.5 | 0.8 | 0.5 | -0.3 | 0.2 | -0.1 |
| Kir21 inh | 0.84 | -0.64 | 1.17 | -0.34 | x | 1.62 | 0.8 | -0.85 |

Screening results as filed in PubChem BioAssay.
